# Bioassay records: PubChem, several laboratories
# N-glyco inh: N-linked glycosylation inhibition; D54 ERlucT glycosylation luciferase reporter, 24 h; percent of 100 nM tunicamycin response; reporter increase, % at 12.5 µM; hit rate 0.23% among 360,000;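 active means mean luciferase reporter signal, scaled so untreated is 0 and the glycosylation-blocking control 100, at or above a set limit in every replicate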;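 further: luciferase carries N-glycosylation sites so blocking glycosylation raises the light; 0% = median of neutral control wells and 100% = median of 100 nM tunicamycin wells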
# ABCB6 inh 2: blocks the human ABCB6 transporter. AID 602162. K562-ABCB6 porphyrin accumulation, flow cytometry, 1 h; stronger effect = lower value. Q9NP58. fluorescence ratio to DMSO, % at 10 µM. hit rate 0.19% among 360,000;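 active means fluorescence ratio to DMSO below 75%, the collection mean minus 3 SD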;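 further: signal is porphyrin accumulated inside mitochondria; 100% equals median channel fluorescence of DMSO control wells; lower ratio means ABCB6 inhibition with less porphyrin fluorescence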
# aDG glyco act: increases alpha dystroglycan glycosylation; Pro5-aDG cells, alpha-DG glycosylation AlphaScreen (IIH6); 0% Pro5, 100% B10-LARGE cell signal; activation, % at 10 µM; hit rate 0.22% among 360,000; AID 624168;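 active means activation of at least 8% versus controls, or a plate z-score of at least 8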;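 further: Pro5 are CHO cells carrying HIG-tagged alpha-DG that lacks glycosylation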
# MC4R ag barr: activates human MC4R beta-arrestin recruitment. U2OS MC4R beta-arrestin complementation, luminescence; percent of melanotan II response, DMSO zero. activation, % at 8.9 µM. hit rate 0.98% among 360,000. AID 540308;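 active means activation above a per-plate cutoff, the mean activation of sample wells on that plate plus 3 SD, cut at about 8% in these data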
# Granule exo inh: lytic granule exocytosis inhibition; TALL-104 LAMP-1 surface exposure, flow cytometry; cells stimulated with thapsigargin and PMA; inhibition, % at 10 µM; hit rate 0.66% among 360,000;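 active means inhibition above about 55%, limit read from the data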
# Vif inh: inhibitors of HIV Vif; HEK293T cells, Vif self-association by quenched fluorescence, imaging, 24 h; inhibition, % at 7.49 µM; hit rate 0.35% among 340,000; AID 602346; in the data active means inhibition above about 50%, passing the limit was not always enough; further: some results filed as inactive read as strong as hits
# TLR9-MyD88 block: TLR9-MyD88 interaction inhibition. CHO BLA complementation TLR9-MyD88, CCF4 FRET ratio. inhibition, % at 4.98 µM. hit rate 0.21% among 340,000;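 active means inhibition above the mean over all tested compounds plus 3 SD, cut at about 21% in these data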;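 further: 0% = DMSO only wells and 100% = clavulanate BLA inhibitor control wells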
# ABHD5-PLIN5 inh: blocks binding of human ABHD5 to perilipin-5; Q00G26+Q8WTS1; Split G. princeps luciferase complementation, luminescence, 4 h; inhibition, % at 4 µM; hit rate 0.78% among 360,000; AID 602281;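 active means inhibition above the mean inhibition across every tested compound plus 3 SD, cut at about 22% in these data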;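 further: 0% = DMSO only wells and the 100% control is not disclosed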
# Target sequence (Q00G26 whole entry, looked up): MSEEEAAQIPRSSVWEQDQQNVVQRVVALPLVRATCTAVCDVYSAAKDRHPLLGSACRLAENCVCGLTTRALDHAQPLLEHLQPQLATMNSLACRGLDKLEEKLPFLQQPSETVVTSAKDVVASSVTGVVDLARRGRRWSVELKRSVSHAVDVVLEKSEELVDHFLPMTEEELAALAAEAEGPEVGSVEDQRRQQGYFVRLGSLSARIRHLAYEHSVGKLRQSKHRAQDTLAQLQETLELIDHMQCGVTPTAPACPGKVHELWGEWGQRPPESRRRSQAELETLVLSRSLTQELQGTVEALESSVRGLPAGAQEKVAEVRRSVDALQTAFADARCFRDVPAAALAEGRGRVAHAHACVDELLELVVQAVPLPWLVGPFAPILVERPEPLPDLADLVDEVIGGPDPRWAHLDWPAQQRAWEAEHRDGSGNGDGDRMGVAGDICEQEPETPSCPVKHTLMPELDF
# Target sequence (Q8WTS1 whole entry, looked up): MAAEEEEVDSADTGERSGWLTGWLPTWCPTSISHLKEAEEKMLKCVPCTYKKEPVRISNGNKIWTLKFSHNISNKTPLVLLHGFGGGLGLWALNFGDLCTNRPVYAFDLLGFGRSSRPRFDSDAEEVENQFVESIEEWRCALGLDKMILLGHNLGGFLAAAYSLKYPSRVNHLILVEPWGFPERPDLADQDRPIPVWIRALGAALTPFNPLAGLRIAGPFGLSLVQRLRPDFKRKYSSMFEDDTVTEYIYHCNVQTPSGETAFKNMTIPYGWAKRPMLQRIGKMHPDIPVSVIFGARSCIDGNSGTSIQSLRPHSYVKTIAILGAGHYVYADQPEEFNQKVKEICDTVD
# NOD2 RIPK2 PPI: blocks binding of human NOD2 to RIPK2; AID 624267; hit rate 0.38% among 360,000; inhibition, % at 4.98 µM; O43353; CHO BLA complementation NOD2-RIPK2, CCF4 ratio; in the data active means inhibition above about 21%;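 further: 0% = vehicle only and 100% = reference blocker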
# MC4R antag cAMP: antagonists of human melanocortin 4 receptor (MC4R); inhibition, % at 6.5 µM; P32245; hit rate 0.48% among 360,000; MC4R-expressing cells, MTII-stimulated cAMP, LANCE TR-FRET;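 active means inhibition above its plate's cutoff, the mean of tested wells on that plate plus 3 SD, cut at about 29% in these data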;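 further: 0% = Melanotan II alone and 100% = Melanotan II plus saturating MCL0020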
#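 System: U2OS-MC4R stable cell line; Technique: Eu-cAMP/anti-cAMP TR-FRET, emission 671 nm; Repeats: single well per compound; Also added: Melanotan II; Dosing: one concentration, 6.5 µM nominal; Schedule: 30-min compound, 1-h challenge, 1-h detection, room temperature.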
# Starred values were filed as active, the others as inactive; . = no result given.
# The first 3 compounds (preview)
SMILES,N-glyco inh,ABCB6 inh 2,aDG glyco act,MC4R ag barr,Granule exo inh,Vif inh,TLR9-MyD88 block,ABHD5-PLIN5 inh,NOD2 RIPK2 PPI,MC4R antag cAMP
CCCn1c2c(c(O)c(C(=O)Nc3nc4ccccc4s3)c1=O)CCCC2,2,96,0.3,1.3,-2,-2,3,-3,2,6
O=C(Cc1ccccc1)NNC1CC(=O)N(c2ccc(Cl)cc2)C1=O (stereo not given),2,95,-0.2,-1.2,0,-9,-7,0,-7,-8
O=C1CC(=C(c2ccccc2)c2ccccc2)C(=O)N1CCCN1CCN(c2cccc(Cl)c2)CC1,-1,101,2.4,-0.7,7,11,-5,7,-2,3

# The list itself, previewed entries included:
SMILES,N-glyco inh,ABCB6 inh 2,aDG glyco act,MC4R ag barr,Granule exo inh,Vif inh,TLR9-MyD88 block,ABHD5-PLIN5 inh,NOD2 RIPK2 PPI,MC4R antag cAMP
CCCn1c2c(c(O)c(C(=O)Nc3nc4ccccc4s3)c1=O)CCCC2,2,96,0.3,1.3,-2,-2,3,-3,2,6
O=C(Cc1ccccc1)NNC1CC(=O)N(c2ccc(Cl)cc2)C1=O (stereo not given),2,95,-0.2,-1.2,0,-9,-7,0,-7,-8
O=C1CC(=C(c2ccccc2)c2ccccc2)C(=O)N1CCCN1CCN(c2cccc(Cl)c2)CC1,-1,101,2.4,-0.7,7,11,-5,7,-2,3
CC(C)(C)c1ccc(S(=O)(=O)Nc2ccc(Cc3ccncc3)cc2)cc1,-7,92,1.7,-3.0,2,-13,-9,2,1,0
CNS(=O)(=O)c1cnccc1N1CCN(C)CC1,2,97,-0.1,-0.9,-3,20,-2,1,-15,6
Cc1noc(C)c1S(=O)(=O)Nc1ccc2c(c1)C(=O)N([C@H](C)CO)C[C@H](C)[C@@H](CN(C)C(=O)NC(C)C)O2,2,87,2.1,0.8,2,-1,-8,5,-5,3
C(=N\N1CCN(Cc2ccccc2)CC1)/c1ccc(-c2ccccc2)cc1,0,103,-0.7,1.9,8,2,0,11,-3,-8
CC(C)=CC(=O)OCC(=O)Nc1cc(C)ccc1C,0,94,0.3,0.5,-1,1,-16,0,-9,15
Cc1c(C(=O)OCCOc2ccccc2)[nH]c2c1C(=O)CCC2,-15,86,1.2,0.0,0,-28,2,4,4,13
COc1cc(C(=O)OCC(=O)NCC2CCCO2)cc(OC)c1OC (stereo not given),6,100,-0.1,-5.1,4,-2,2,6,-6,-4
Cc1ccc(SCC(=O)OCC(=O)NCC2CCCCC2)cc1C,0,96,-0.3,-0.9,0,0,-3,-11,4,0
C/C(=N\NC(=O)C(C)Nc1cccc(Cl)c1)c1ccc([N+](=O)[O-])cc1 (stereo not given),-2,105,-0.1,1.1,2,-8,-4,-8,3,1
Cc1cc2oc(C(=O)Nc3ccc(S(=O)(=O)N4CCCC(C)C4)cc3)cc(=O)c2cc1Cl (stereo not given),-1,97,-0.2,-0.4,-4,-3,-7,-4,-7,16
CN(Cc1ccc(F)cc1)C(=O)COc1ccccc1-c1ccccc1,-3,97,1.8,-0.7,4,1,0,-1,-4,2
COC(=O)c1ccc(NC(=O)C2CC(=O)N(c3cc(C)ccc3C)C2)cc1 (stereo not given),10,99,-0.3,-0.2,40,13,2,2,2,2
NS(=O)(=O)c1ccc(CCNC(=O)C(=O)NCC2OCCN2S(=O)(=O)c2cc(F)ccc2F)cc1 (stereo not given),-1,103,-0.5,-0.1,0,2,0,-2,-3,7
Cc1cc(NC(=O)C(C)SCC(=O)NCc2ccc(F)cc2)no1 (stereo not given),0,98,0.5,0.8,27,7,1,9,-18,6
NNC(=O)c1ccc(COc2ccc3ccccc3c2)o1,2,92,-0.1,2.2,12,-4,1,-11,-3,0
CCOC(=O)C1CCN(C(=O)c2ccc(NS(=O)(=O)c3ccc(F)cc3C)cc2)CC1,0,100,-0.1,1.1,1,-1,-1,-3,-8,16
CC(=O)c1ccc(NC(=O)C2(S(=O)(=O)c3ccccc3)CC2)cc1,-1,97,-0.2,0.4,0,-3,0,-8,3,30*
CC1=NC(C(F)(F)F)(C(F)(F)F)C2=C(CC(C)(C)CC2=O)N1Cc1ccco1,-1,97,-0.1,0.2,-2,-5,9,6,-45,1
CC(C)OC(=O)c1ccc(NC(=O)c2ccco2)cc1,-3,99,-0.1,-1.1,-2,1,2,1,-8,2
Cc1cccc2c(=O)cc(C)n(CC(=O)N3CCOCC3)c12,1,88,-0.2,-1.0,-2,.,-4,2,6,8
Cc1ccc(C(=O)N/C(=C\c2ccc3c(c2)OCO3)C(=O)N2CCOCC2)cc1,0,101,0.2,-0.7,0,0,-1,-3,-15,-4
COc1ccc(/C=c2\sc3nc(=O)c(C)nn3c2=O)c(OC)c1,-1,97,-0.4,-3.8,2,7,17,-7,-2,8
COc1ccc(OCC(=O)NNC(=O)C(=O)Nc2cc(OC)ccc2OC)cc1,4,101,0.0,-2.4,-2,-1,-3,6,-11,2
COc1ccc(C2CC(c3c(-c4ccccc4)c4cc(Cl)ccc4[nH]c3=O)=NN2S(C)(=O)=O)cc1 (stereo not given),4,97,-0.1,0.4,2,-6,1,0,-5,8
CCn1c(SCC(=O)c2ccccc2)nnc1-c1ccoc1C,-1,93,0.2,-0.8,0,16,4,2,0,4
O=C(COc1ccc(Br)cc1)N1CCN(c2ncccn2)CC1,0,94,0.0,-4.4,-1,10,-8,1,-2,-2
CCCN1CCc2c(sc3nc(SCC)n(-c4ccccc4)c(=O)c23)C1,-5,94,-0.1,-1.2,11,-10,0,2,-11,1
O=C(CCc1nc2ccccc2n1-c1ccccc1)NCCO,1,99,0.0,2.2,-3,-8,2,-2,-7,12
O=C(Nc1ccc(Cl)cc1C(=O)NCC1CCCO1)c1ccc(Cl)cc1Cl (stereo not given),0,103,0.2,1.3,8,3,1,2,-9,8
CCSc1ncnc2c(C#N)c3n(c12)CCCCC3,-1,100,0.0,-0.6,-13,-16,3,10,2,4
Cc1ccc(S(=O)(=O)NCC(C)n2cncn2)cc1C (stereo not given),-2,102,0.1,-0.8,-6,10,6,5,-8,2
COc1ccc(-n2c(CN3CCC(C)CC3)nc3ccc([N+](=O)[O-])cc3c2=O)c(OC)c1,0,100,-0.1,-0.1,0,0,-7,-1,0,34*
O=C(CN1C(=O)c2ccccc2C1=O)N1CCN(S(=O)(=O)c2ccccc2)CC1,1,105,-0.1,-3.1,0,2,-8,-4,-12,2
Cc1cc(C)cc(N(CCC#N)C(=O)CSc2ncnc3sccc23)c1,-2,103,0.4,-1.0,-4,-4,-9,8,-5,3
COc1ccc(C)cc1NC(=O)c1c([N+](=O)[O-])cnn1C,0,98,-0.1,-1.2,7,-9,9,3,-12,2
O=C(O)c1ccc(N/N=C/C=C/c2ccccc2[N+](=O)[O-])cc1,4,92,0.2,-2.8,5,54*,-15,1,-1,-9
Oc1ccccc1N1CCN(C(=S)Nc2ccc(SC(F)F)cc2)CC1,-1,94,-0.1,0.7,-1,-1,-6,-1,-11,-1
CC(Sc1n[nH]c(N)n1)C(=O)NC1CCCCC1C (stereo not given),2,97,-0.1,-0.7,0,-35,10,0,-12,-2
COC(=O)CCCC(=O)N1CCCC(C(=O)c2ccc(-c3ccccc3)cc2)C1 (stereo not given),1,97,0.3,2.4,1,-1,-10,-1,-5,22
N#CCSc1nnc(COc2ccccc2)n1-c1ccccc1,0,96,0.0,-0.3,-1,-5,1,2,-9,4
CCCCCC(=O)N/N=C(\C)c1ccc(NC(=O)c2ccco2)cc1,-4,116,0.5,-1.3,0,21,-2,-5,0,-5
Fc1ccc(-n2c(Cc3ccccc3)nnc2SCc2nc(-c3ccc(Cl)cc3)no2)cc1,-1,91,0.3,2.3,8,-6,1,1,0,6
COCCNC(=O)CN(C(=O)Cn1nnc2ccccc21)c1ccccc1,-1,85,0.0,-1.5,0,-7,-2,6,-12,8
CCOc1ccc(C(=O)N(CN2CCCC2=O)c2ccccc2)cc1,-2,100,0.0,-2.9,2,-7,4,-9,6,3
CCOC(=O)c1sc2nc(CN3CCCCC3)nc(Cl)c2c1C,0,102,-0.4,-1.7,0,-4,-5,-3,-8,5
CC(=O)Nc1cc(NC(C)=O)cc(C(=O)OCC(=O)N2CC(C)OC(C)C2)c1 (stereo not given),0,95,-0.1,-0.5,2,10,-4,5,-9,4
CCc1ccc(NC(=O)C(=O)NCC2CCCN2S(=O)(=O)c2cccs2)cc1 (stereo not given),-2,96,0.4,-5.4,13,-19,1,-6,-13,-2

# Additional records follow:
SMILES,N-glyco inh,ABCB6 inh 2,aDG glyco act,MC4R ag barr,Granule exo inh,Vif inh,TLR9-MyD88 block,ABHD5-PLIN5 inh,NOD2 RIPK2 PPI,MC4R antag cAMP
CNC(=O)COC(=O)/C=C/c1cccc(F)c1,3,100,-0.3,-0.9,2,17,-11,-2,2,7
O=C(NCc1ccncc1)c1cn(-c2ccccc2)nc1-c1cccnc1,1,92,-0.2,1.0,-7,5,-3,-2,-4,26
O=C(c1ccccc1)n1c(=O)c(F)cn(COCCBr)c1=O,1,104,0.0,1.6,-1,-4,6,4,-9,7
O=C(CC1(O)C(=O)N(Cc2ccccc2)c2ccccc21)c1ccncc1 (stereo not given),0,106,0.1,-1.7,37,-9,-1,2,0,-8
COc1cccc(OCC(=O)Nc2ccccc2NC(C)=O)c1,2,99,0.0,-2.1,-1,-1,-3,3,-6,0
O=P(Cc1ccccc1O)(c1ccccc1)c1ccccc1,1,98,0.4,0.9,-2,6,-5,-1,-5,7
Cc1cccc(NC(=O)c2ccc(-n3cncn3)c([N+](=O)[O-])c2)c1,2,98,0.2,-0.6,-9,.,-12,1,-6,3
CCCCCCn1c(N2CCC(C)CC2)nc2c1c(=O)[nH]c(=O)n2C,0,115,-0.2,2.5,16,5,-17,-4,-13,3
COc1cccc(/C=N\NC(=O)c2sc(N)nc2C)c1OC,2,94,0.2,-2.4,3,2,2,6,3,0
O=C(N/C(=C/c1cccc([N+](=O)[O-])c1)C(=O)N1CCCCCC1)c1ccco1,-2,96,-0.1,-0.1,7,.,-2,1,-3,2
CCOCCc1nnc(NC(=O)C(C)Oc2ccccc2)s1 (stereo not given),0,97,0.7,1.0,-7,7,-4,1,-2,-2
FC(F)(F)c1ccccc1-n1ccnc1,0,104,-0.1,-1.2,-2,-3,-1,6,-5,10
Cc1cccc(NC(=O)CCS(=O)(=O)c2ccccc2)n1,0,100,-0.1,1.6,-8,-2,-4,4,5,-3
CCn1cc(Cl)c(C(=O)Nc2c(C)nn(Cc3c(F)c(F)c(F)c(F)c3F)c2C)n1,-3,92,-0.1,-3.2,0,.,-6,-4,0,5
COc1ccc(S(=O)(=O)N2CCN(C(=O)CC(C)C)CC2)cc1,-1,104,0.0,-0.2,-2,4,4,0,-4,8
CN(CC(=O)Nc1ccccc1Cl)C(=O)COC(=O)c1ccc(=O)n(Cc2ccccc2)n1,-2,99,0.1,-0.8,-3,-1,-1,14,-7,9
C=CCNC(=O)CC(C)C(CCCCC)C(=O)O (stereo not given),1,108,0.0,-1.6,-4,-2,6,-6,2,0
COc1cc(Br)cc2cc(C(=O)N3CCOCC3)c(=O)oc12,-5,98,0.0,-1.3,0,14,-7,5,-8,1

# These rows are one share of the data; the hit share may differ from the screen's.
